# HEK cytotox: HEK 293 cell cytotoxicity. Potency, µM (series often up to 115 µM), inactives show top-dose activity change, negative = cytotoxicity, usual class: inhibitors. HEK 293 viability, ATP luminescence (CellTiter-Glo), 48-72 h. 94,000 compounds, 6.6% hits. AID 1345083; note: potency is the fitted concentration of half-maximal effect; nearly all actives have a fitted effect of over 60% in size
#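 Viability of HEK 293 cells, plated at 250 cells/well, was judged by cellular ATP after compound treatment for 48 or 72 hr. Luminescence was imaged 10 min after CellTiter-Glo addition at room temperature.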
# HEK293 viab: cell viability loss counter-screen; HEK-293-SNCA-luc viability, GF-AFC fluorescence, 24 h; Potency, µM (doses to about 57.1 µM), for inactives: at the highest dose activity change, negative = cytotoxicity, actives largely listed as cytotoxic; 150,000 compounds, 0.12% hits;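 note: potency is the fitted concentration of half-maximal effect; 0% = DMSO-treated cells and -100% = medium-only wells without cells; nearly all actives have a fitted effect of over 30% in size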
#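 HEK-293-SNCA-luc cells (1500/well) plated 24 h, then exposed 24 h to a dilution series; GF-AFC added 30 min at 37C, fluorescence 405/540 nm; normalised to medium-only and DMSO wells, Hill fit.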
# SNCA expr inhib: SNCA gene expression inhibition; HEK-293 SNCA-luciferase knock-in, luminescence, 24 h; 140,000 compounds, 0.17% hits; Potency, µM (doses to about 57.2 µM), for inactives: at the highest dose activity change, negative = inhibition, usual class: inhibitors;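 note: potency is the fitted concentration of half-maximal effect; plate controls were DMSO cells for no effect and cell-free wells for full effect; nearly all actives have a fitted effect of over 45% in size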
# 3T3 cytotox: cytotoxic compounds in NIH 3T3 cells; NIH 3T3 viability, CellTiter-Glo ATP luminescence, 48-72 h; Potency, µM (series often up to 96.7 µM), for the others: at the top dose activity change, negative = cytotoxicity, most hits filed as inhibitors; 94,000 compounds, 4.3% hits; AID 1345082; note: potency is the fitted concentration of half-maximal effect; nearly all actives have a fitted effect of over 55% in size
#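 ATP-dependent luminescence (CellTiter-Glo) served as the viability signal for NIH 3T3 cells treated with compound for 48 or 72 hr at 37 °C.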
# GPT2 inh: inhibitors of human GPT2 alanine aminotransferase; 100,000 compounds, 0.25% hits; Recombinant GPT2, coupled pyruvate oxidase/HRP Amplex Red fluorescence; Potency, µM (series often up to 57.7 µM), without a hit: at the top dose activity change, negative = inhibition, actives largely listed as inhibitors; Q8TD30; note: potency is the fitted concentration of half-maximal effect; nearly all actives have a fitted effect of over 60% in size; many of its hits are not listed in these tables
#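 Fluorescence of coupled pyruvate oxidase/HRP/Amplex Red system (50uM Amplex, 30 min, dark) reports pyruvate formed by GPT2. Enzyme reaction: 10ng/uL GPT2, 2mM L-alanine, 250uM a-KG, 30 min room temperature, pH 7.5; 50uM AOA control.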
# IP6K1 inh: inhibitors of human IP6K1 | IP6K1 kinase, ADP-Glo luminescence, 2 h; stronger effect = lower value | activity change, % (series mostly up to about 58 µM) | 140,000 compounds, 0.81% hits; in the data active = activity change below about -25%
# Target sequence (Q92551 whole entry, looked up): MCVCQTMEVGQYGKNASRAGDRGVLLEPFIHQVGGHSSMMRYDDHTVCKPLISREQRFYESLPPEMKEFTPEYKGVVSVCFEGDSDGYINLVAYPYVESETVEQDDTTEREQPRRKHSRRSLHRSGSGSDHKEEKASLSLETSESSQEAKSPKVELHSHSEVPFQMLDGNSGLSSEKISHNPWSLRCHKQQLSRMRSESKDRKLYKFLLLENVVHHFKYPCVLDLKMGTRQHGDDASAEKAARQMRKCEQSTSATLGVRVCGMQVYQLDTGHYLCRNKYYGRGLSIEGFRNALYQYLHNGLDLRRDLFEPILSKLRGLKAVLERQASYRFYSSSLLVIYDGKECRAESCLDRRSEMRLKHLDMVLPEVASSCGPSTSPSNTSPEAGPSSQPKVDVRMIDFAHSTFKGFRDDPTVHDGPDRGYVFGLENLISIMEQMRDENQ
#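 ADP-Glo luminescence measures ADP made by human IP6K1 during a 2 h RT reaction with ATP/IP6 (mix at 1.3 mM/130 uM); top library doses 57.5 and 19.1 uM final.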
# Luciferase inh: inhibitors of firefly (Photinus pyralis) luciferase; P08659; purified P. pyralis luciferase, luminescence, biochemical; Potency, µM (doses to about 115 µM), without a hit: at the highest dose activity change, negative = inhibition, most hits filed as inhibitors; 76,000 compounds, 2.5% hits; note: potency is the fitted concentration of half-maximal effect; nearly all actives have a fitted effect of over 65% in size
# Target sequence (P08659 whole entry, looked up): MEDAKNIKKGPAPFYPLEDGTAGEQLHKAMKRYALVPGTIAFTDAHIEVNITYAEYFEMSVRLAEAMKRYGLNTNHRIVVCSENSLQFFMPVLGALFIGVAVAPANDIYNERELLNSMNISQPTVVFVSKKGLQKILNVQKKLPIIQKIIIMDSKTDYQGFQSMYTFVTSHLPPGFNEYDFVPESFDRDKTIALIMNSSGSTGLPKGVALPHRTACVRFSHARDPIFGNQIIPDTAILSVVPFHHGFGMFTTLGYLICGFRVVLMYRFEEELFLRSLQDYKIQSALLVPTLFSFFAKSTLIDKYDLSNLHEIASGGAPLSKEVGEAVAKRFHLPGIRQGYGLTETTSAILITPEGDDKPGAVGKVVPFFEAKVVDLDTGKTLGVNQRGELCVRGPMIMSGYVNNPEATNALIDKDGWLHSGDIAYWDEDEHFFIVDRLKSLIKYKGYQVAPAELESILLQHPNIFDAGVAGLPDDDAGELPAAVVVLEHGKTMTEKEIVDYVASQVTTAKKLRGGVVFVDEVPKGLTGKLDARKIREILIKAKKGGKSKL
#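 Cell-free enzyme assay, 10nM P. pyralis luciferase, luciferin and ATP each at 10uM. Inhibition profiled over a 6-point titration, read as luminescence.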
# * marks the source's active call; other numbers are inactive results; i = inactive; ? = inconclusive; · = no result given; [ ] = another dose, or the depositor's remark. Unless noted, calls come from the whole dose curve; as a rule, active = well fitted curve in the direction sought with a large enough effect; inconclusive = small, poorly fitted or top-dose-only effect, or another doubt; inactive = no such curve, though single readings can be large; an effect the other way counts as inactive or inconclusive. Unless noted, % is set by controls: 0 for no effect and ±100 for the full control effect. The list is partial; rates above refer to the full screens.
canonical_smiles,SNCA expr inhib,GPT2 inh,IP6K1 inh,3T3 cytotox,HEK293 viab,HEK cytotox,Luciferase inh
CN(C)C(C(=O)N1CCN(c2ccc(C#N)cc2)CC1)c1ccccc1F (stereo not given),1.4%,i,4.1,-4.5%,-14.3%,?,0.0%
CCc1ccc(C(=O)N2CCN(C(=O)c3nnn4c3COC(c3ccc(C)cc3)C4)CC2)cc1 (stereo not given),-5.8%,1.1%,0.0,-16.8%,6.4%,?,6.3%
CCN1c2cc(C(=O)Nc3ccc4c(c3)OCCO4)ccc2C(=O)N2CCCCCC21 (stereo not given),?,i,-15.8,?,-4.1%[12.5 µM],17.8µM*,11.2µM*
COc1ccccc1-c1ccc(CN2CCC(NC(=O)Cc3ccccc3)C2)cc1 (stereo not given),·,·,29.2,35.5µM*,·,39.8µM*,·
CNC(=O)[C@@H]1CN(S(=O)(=O)c2cnc[nH]2)C[C@H]1c1n[nH]c(C)n1,9.4%,1.3%,6.7,4.1%,?,-1.8%,-6.2%
O=C(Nc1ccc(Cl)cc1)N1CCCC(C(=O)N2CCC(N3CCCC3=O)CC2)C1 (stereo not given),47.5%[activator],i,0.9,-20.4%,-4.1%,-3.5%,·
FC(F)(F)c1ccc(CN2CCC3(CC2)CC(c2ccccc2)=NO3)cc1,3.9%,-0.6%,-2.7,-10.0%,-5.4%,-23.5%,0.7%
CCCn1cc(S(=O)(=O)c2ccc(C)c(C)c2)c(=O)c2cc(F)c(N3CCC(C)CC3)cc21,5.4%,·,22.3,·,-2.7%,·,·
CC(C)Oc1ccc(C(=O)NCC(c2ccc(N(C)C)cc2)N2CCc3ccccc32)cc1 (stereo not given),-14.8%,·,-11.0,·,-1.1%,·,·
CCC(C(=O)NCc1ccccc1OC)n1nc(C)n2c(cc3sccc32)c1=O (stereo not given),-1.1%,·,-84.8*,·,-8.2%,·,·
CCc1ccc(NC(=O)CCNS(=O)(=O)c2ccc3c(c2)CCCC(=O)N3)cc1,?,·,16.8,·,-3.5%,·,·
O=C1NC[C@@H](CCC(=O)N2CCN(c3ccccn3)CC2)N2C[C@@H](NCc3ccccc3)C[C@@H]12,5.8%,i,-12.8,4.3%,3.6%,-5.3%,13.7%
CCCS(=O)(=O)N1CCC(Oc2ccccc2-c2nc(C3CC3)no2)C1 (stereo not given),-12.0%,i,8.6,-23.0%,-10.8%,?,3.2%
Cc1ccc(Nc2nnc(-c3ccc(C)c(S(=O)(=O)N4CCCCC4)c3)c3ccccc23)cc1,18.0%,·,30.2,·,-3.6%,·,·
Cc1ccccc1-c1ccc2c(n1)CN(Cc1ccccc1)C(=O)CO2,-13.6%[87.6 µM],?,-10.2,?,6.2%[87.6 µM],?,8.2%[172 µM]
O=C(Nc1ccc2oc(-c3cccc4c(Br)cccc34)nc2c1)c1ccc(Br)cc1,16.2%,·,-22.9,·,7.0%,·,·
CC(C)OC(=O)CC1NCCNC1=O (stereo not given),-4.5%,0.1%,-2.5,i,5.8%,18.1%,3.6%
CC(C)Cc1nc2nccc(-c3ccncc3)n2n1,10.9%,i,-13.1,-6.7%,-3.6%,?,12.6%
CCN(CC)c1ccc(NC(=O)Cn2cc3c(n2)CCCC3)c(C)c1,1.4%,·,4.2,·,-4.0%,·,·
COc1cccc(C(=O)Nc2c(C(=O)N3CCN(c4ccc(F)cc4)CC3)oc3ccccc23)c1,1.1%,·,-6.8,·,5.7%,·,·
CC(C)Oc1ccc(CNC(=O)c2ccc(CS(=O)Cc3ccccc3Cl)o2)cc1 (stereo not given),-26.4%,·,7.5,·,-7.5%,·,·
Cc1ccc(NC(=O)Nc2nnc(N3CCCC3)s2)cc1C,3.1%,·,-13.6,·,-7.9%,·,·
COc1ccc(NC(=O)C2CCCN2S(=O)(=O)c2cccc3cccnc23)cc1OC (stereo not given),-9.0%,·,6.8,·,3.2%,·,·
COc1cccc(N2C(=O)NC(=NC3CCCC3)C23CCCN(C(=O)c2ccccc2F)C3)c1 (stereo not given),-21.3%,-13.4%,-10.4,?,8.7%,3.3%,·
CSc1ccc2cc(CN3CC[C@@H](O)C3)c(-c3ccc(Cl)cc3)nc2c1,-11.6%,i,7.5,?,-0.3%,?,-1.1%
COc1ccc(-c2cn3cc(C(=O)N(C)C)nc3s2)cc1,-90.7%[87.6 µM],-8.9%[88.5 µM],-6.4,89.1µM*,-12.2%[87.6 µM],?,·
COC(=O)c1cc(-c2ccc(OC)c(OC)c2)c2c(=O)[nH]c(=O)n(C)c2n1,-15.2%,·,17.8,·,1.6%,·,·
CC1Oc2ccc(NC(=O)NCc3ccccc3)cc2CN(C2CCCc3ccccc32)C1=O (stereo not given),8.2%,-3.3%,9.2,?,-1.7%,?,-9.1%
O=C(CSc1nccn1C1CCCC1)Nc1cccc(F)c1,149.9%[activator],·,23.5,·,18.5%,·,·
O=C(NCCc1ccc(Cl)cc1)C1(c2cccs2)CCOCC1,-25.1%,·,29.3,·,-16.1%,·,·
CC1=C2C(=O)C=C(CO)C2C2OC(=O)C(CS(=O)(=O)O)C2C(OC(=O)Cc2ccc(O)cc2)C1 (stereo not given),·,-66.8%[27.3 µM],-10.0,·,-15.3%[23.9 µM],·,·
Cc1ccc(C(=O)c2cn(CC(=O)Nc3ccc(C)cc3Cl)c3nc(C)ccc3c2=O)cc1,16.1%,·,-9.1,·,-6.2%,·,·

# The last 3 entries of the part above open the next one:
canonical_smiles,SNCA expr inhib,GPT2 inh,IP6K1 inh,3T3 cytotox,HEK293 viab,HEK cytotox,Luciferase inh
O=C(NCCc1ccc(Cl)cc1)C1(c2cccs2)CCOCC1,-25.1%,·,29.3,·,-16.1%,·,·
CC1=C2C(=O)C=C(CO)C2C2OC(=O)C(CS(=O)(=O)O)C2C(OC(=O)Cc2ccc(O)cc2)C1 (stereo not given),·,-66.8%[27.3 µM],-10.0,·,-15.3%[23.9 µM],·,·
Cc1ccc(C(=O)c2cn(CC(=O)Nc3ccc(C)cc3Cl)c3nc(C)ccc3c2=O)cc1,16.1%,·,-9.1,·,-6.2%,·,·
O=C(Cn1cnc2sccc2c1=O)NC1CCCc2c1[nH]c1ccccc21 (stereo not given),-22.0%,?,8.0,-16.6%,2.0%,?,-10.6%
Cc1ccc2c(c1)sc1nc(=O)n(-c3ccc(Cl)cc3)c(=O)n12,37.5%[activator],·,-11.3,·,-3.3%,·,·
O=C(O)C1CCc2nnc(C3CCCN(C(=O)c4ccccc4)C3)n21 (stereo not given),6.7%,i,-4.1,0.9%,3.2%,i,·
Cc1cc(Nc2cccc(Br)c2)n2c(nc3ccccc32)c1C#N,-5.8%,·,-17.6,·,?,·,·
Cc1c(Cl)cccc1NC(=O)C1CCN(c2nc3ccccc3[nH]2)CC1,18.5%,·,-7.1,·,6.6%,·,·
CCc1ccc(NC(=O)c2cc(S(=O)(=O)N3CCCC3)ccc2F)cc1,35.0%[activator],·,-13.7,·,-8.3%,·,·
Cn1nccc1-c1cc2c(ccn2C)c(C(=O)NCc2cccnc2)n1,10.2%[87.6 µM],?,31.9,28.2µM*,0.6%[87.6 µM],-26.9%[172 µM],10.0%[172 µM]
CCN(CC)C(=O)Cn1c(=O)n(CC2CCC(C(=O)NC)CC2)c(=O)c2sccc21 (stereo not given),12.8%,·,-1.0,·,7.8%,·,·
CCC(=O)N1CCc2cc(S(=O)(=O)NC(Cc3ccccc3)C(=O)NCc3ccc(C)cc3)ccc21 (stereo not given),13.0%,·,33.1,·,9.7%,·,·
CCC(C)(C)C1CCc2c(sc(NC(=O)C3c4ccccc4Oc4ccccc43)c2C(N)=O)C1 (stereo not given),-1.1%,·,-4.5,·,29.6%,·,·
CNC(=O)[C@@H](c1ccccc1)N1CCC[C@H]1C(=O)N1CCOCC1,1.9%[87.6 µM],i,-8.3,-21.9%[174 µM],4.1%[87.6 µM],-6.3%[172 µM],-7.9%[172 µM]
CCn1cc(S(=O)(=O)N2C[C@@H](CO)[C@H](C(=O)N(C)C)C2)cn1,9.3%,i,10.6,-6.6%,-6.0%,1.5%,·
COc1ccc(N2CCN(CCCNC(=O)c3nnc(Cc4ccc(F)cc4)o3)CC2)cc1,-24.4%,·,-4.5,·,-2.3%,·,·
N#Cc1ccc(C(=O)N2CCOC[C@H](Oc3ccc(C(F)(F)F)cc3)C2)cc1,-19.5%[87.6 µM],-3.2%[88.5 µM],-6.6,?,0.2%[87.6 µM],?,-6.2%[172 µM]
COc1ccccc1Cc1nc2ccccc2nc1SCC(=O)Nc1cccc(Cl)c1C,-11.1%,·,0.3,·,1.6%,·,·
Cc1ccc(C)c(NC(=O)[C@H]2CCC[C@H]2NC(=O)c2ccncc2)c1,-22.0%,i,-1.4,i,-5.6%,1.2%,-0.2%
COc1ccc(-c2cc(C[C@H]3CNCC[C@H]3CC(=O)N3CCCCC3)no2)cc1,-4.8%[87.6 µM],2.7%[88.5 µM],-4.7,?,1.1%[87.6 µM],?,-0.3%[172 µM]
CC(=O)Nc1nonc1-c1nnc(SCC(=O)Nc2c(C)cccc2C)n1-c1ccccc1,24.5%,·,-1.2,·,-7.9%,·,·
COc1cc(OC)c(/C=C2/C(=O)Nc3ccccc32)c(OC)c1,-1.0%,2.6%,·,·,?,·,·
Cc1noc([C@@H](C)NS(C)(=O)=O)c1C(=O)O,27.6%[87.6 µM],-9.2%[88.5 µM],12.1,i,-6.8%[87.6 µM],i,-6.5%[230 µM]
O=C(NC1CCCC1)N1CCC(C(=O)N2CCCC2c2nc3ccncc3[nH]2)CC1 (stereo not given),37.7%[activator],-12.9%,4.0,i,-8.8%,i,·
COc1cccc(NC(=O)CCC2CCN(C(=O)c3cnc(C)[nH]c3=O)CC2)c1,-20.7%,-8.0%,-6.0,-4.7%,10.0%,-21.7%,2.3%
Cc1cc(=O)n(Cc2ccc(F)cc2Cl)c2c1c(C)nn2C,21.9%,·,9.6,·,2.6%,·,·
Cc1ocnc1C(=O)NC1CC(c2nnc(Cn3cccn3)n2C)C1 (stereo not given),36.6%[activator],-16.6%,2.0,-10.2%,-0.6%,-21.8%,-8.1%
CC(=O)c1cc(CN2CCC(c3nnc4n3CCCCC4)CC2)n(C)c1,-11.1%,-10.6%,4.2,1.8%,3.8%,i,6.8%
CN(C)CC(O)COc1ccc(CN2CCN(c3ncc[nH]c3=O)CC2)cc1 (stereo not given),13.3%,?,-4.5,2.0%,6.8%,4.9%,-3.4%
Cc1cccc(NS(=O)(=O)c2ccc3c(c2)[C@H]2C=CC[C@H]2[C@@H](c2ccc(F)cc2)N3)c1,5.5%,·,-3.4,·,1.2%,·,·
